From PubChem
LMPTP inh = blocks human LMPTP phosphatase; recombinant LMPTP-A, OMFP fluorogenic substrate, fluorescence intensity; P24666; AID 651560; inhibition, % at 20 µM; actives 0.22% (n = 360,000);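 active = compounds that cut the enzyme signal by at least half of the control window in the single-dose screen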;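 note: plate controls were DMSO wells with enzyme plus substrate for no effect and substrate without enzyme for full effect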
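Test system: LMPTP-A phosphatase enzyme. Amount: LMPTP-A at 0.625 nM final in the reaction. Reagent: OMFP substrate, 400 µM final. Times: 50 min at room temperature. Signal: endpoint fluorescence intensity from OMFP dephosphorylation. Read-out basis: % inhibition. Benchmarks: no-enzyme and uninhibited controls.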
CSN inh = inhibitors of human CSN-mediated cullin deneddylation. Q92905. Purified CSN, SCF-Nedd8-OG deneddylation, fluorescence polarization. inhibition, % at 12.5 µM. actives 0.38% (n = 360,000);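 active = pattern-corrected inhibition above about 35%, with an unprinted fluorescence ratio check between 0.5 and 1.5, limit read from the data, passing the limit was not always enough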;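 note: 0% = enzyme with substrate and 100% = substrate without enzyme; some results filed as inactive read as strong as hits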
Target sequence (Q92905 whole entry, looked up, one chain of several): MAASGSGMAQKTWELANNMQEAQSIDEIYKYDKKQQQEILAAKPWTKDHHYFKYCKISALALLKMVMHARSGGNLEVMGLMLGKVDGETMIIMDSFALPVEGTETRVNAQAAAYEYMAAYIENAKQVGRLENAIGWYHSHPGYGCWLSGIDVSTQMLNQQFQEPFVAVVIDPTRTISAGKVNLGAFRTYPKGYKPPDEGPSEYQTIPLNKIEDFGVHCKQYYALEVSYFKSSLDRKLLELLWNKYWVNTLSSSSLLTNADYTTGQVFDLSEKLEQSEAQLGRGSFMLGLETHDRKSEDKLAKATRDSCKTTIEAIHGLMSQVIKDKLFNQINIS
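Test system: purified human Csn5 enzyme expressed in HEK293T cells. Amount: 0.24 nM enzyme. Reagent: SCFSkp2-Nedd8OG substrate at 10 nM final. Schedule: 90 min incubation of compound, enzyme and substrate at room temperature. Detection: fluorescence polarization. Read-out: % inhibition of substrate cleavage by Csn5.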
Scp1 inh = blocks human Scp-1 phosphatase activity; actives 0.88% (n = 340,000); inhibition, % at 20 µM; Recombinant Scp1, phosphopeptide, malachite green phosphate absorbance; Q9GZU7;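 active = inhibition above about 50% at 20 µM, limit read from the data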;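 note: plate controls were DMSO wells with enzyme for no effect and wells lacking enzyme for full effect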
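System: truncated SCP-1 phosphatase (76-261aa); medium: Tris acetate buffer pH 5.5 with MgCl2 and Tween-20; incubation: 45 min room-temperature reaction, 5 min colour, 30 min stabiliser; compound: single 20 µM dose, 1% DMSO; reagent: Phosphorylated 17-residue peptide substrate; read-out: % inhibition at 20 µM; technique: colorimetric free-phosphate detection, absorbance 630 nm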
SUMO1-SIM PPI = modulators of human SUMO1-mediated protein-protein interactions | P63165 | SUMO1 binding to a labelled peptide, TR-FRET, 1 h | inhibition, % at 20 µM | actives 0.33% (n = 360,000) | AID 602429; in the data active = inhibition above about 37%
Target sequence (P63165 whole entry, looked up): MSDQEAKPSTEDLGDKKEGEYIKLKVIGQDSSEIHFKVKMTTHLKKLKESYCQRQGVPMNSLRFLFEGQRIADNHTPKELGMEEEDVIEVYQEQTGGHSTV
Rpn11 inh = blocks the human proteasome subunit Rpn11. human 26S proteasome, Ub4-pepOG fluorescence polarization; 20S core pre-blocked with epoxomicin. actives 0.59% (n = 360,000). calls only at 20 µM. AID 588493;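 active = inhibition at 20 µM, scaled to each plate's controls, above about 33%, limit read from the data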
STEP inh = blocks human striatal-enriched tyrosine phosphatase. recombinant STEP, OMFP fluorogenic substrate, fluorescence. inhibition, % at 20 µM. actives 0.25% (n = 360,000). AID 588621;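 active = inhibition at 20 µM, scaled per plate between control wells, above about 37%, limit read from the data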;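 note: 0% = DMSO with enzyme and substrate and 100% = substrate only without enzyme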
Target sequence (P54829 whole entry, looked up): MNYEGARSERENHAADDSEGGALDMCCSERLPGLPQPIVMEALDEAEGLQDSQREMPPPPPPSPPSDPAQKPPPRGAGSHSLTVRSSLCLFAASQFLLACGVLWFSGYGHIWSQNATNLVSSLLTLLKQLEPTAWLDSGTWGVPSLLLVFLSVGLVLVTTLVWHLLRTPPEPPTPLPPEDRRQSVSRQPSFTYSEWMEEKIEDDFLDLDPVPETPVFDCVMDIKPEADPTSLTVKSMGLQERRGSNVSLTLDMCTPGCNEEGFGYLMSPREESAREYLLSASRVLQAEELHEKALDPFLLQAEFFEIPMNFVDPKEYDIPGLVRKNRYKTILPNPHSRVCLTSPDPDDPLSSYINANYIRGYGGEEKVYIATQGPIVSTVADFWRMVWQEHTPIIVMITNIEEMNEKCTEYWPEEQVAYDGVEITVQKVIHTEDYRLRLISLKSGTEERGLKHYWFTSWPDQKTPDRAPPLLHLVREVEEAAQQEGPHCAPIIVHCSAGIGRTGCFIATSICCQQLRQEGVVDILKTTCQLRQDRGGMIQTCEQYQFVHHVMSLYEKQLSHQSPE
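Measure: Control-normalized % inhibition with plate pattern correction | Test system: STEP phosphatase, cell-free reaction | Medium: pH 6.0 Bis-Tris with DTT and Tween 20 | Technique: Fluorescence, 480/540 nm | Times: Reaction 20 min, ambient temperature | Doses: Single compound dose of 20 µM, 1% DMSO final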
NadD block = inhibitors of Staphylococcus aureus NadD; purified NadD enzyme, colorimetric absorbance read-out; inhibition, % at 20 µM; actives 0.78% (n = 360,000); in the data active = inhibition above about 26%; note: some compounds past the cut are filed as inactive
Rin1 Abl inh = inhibitors of human Rin1-Abl protein interaction. AID 588664. inhibition, % at 7.35 µM. TR-FRET Rin1/Abl binding, biochemical. actives 0.4% (n = 360,000). P00519+Q13671; in the data active = inhibition above about 5%, passing the limit was not always enough
DNMT1 block = DNMT1 (human) enzyme inhibition; P26358; actives 0.83% (n = 360,000); inhibition (reported as % activation of signal), % at 10 µM; AID 588458; DNMT1 molecular beacon, Hinp1I cleavage, fluorescence; in the data active = inhibition above about 50%
Neddyl block = blocks human cullin neddylation | P61081+Q13564 | TR-FRET cullin neddylation, biochemical | calls only at 25 µM | actives 0.58% (n = 360,000); in the data active = inhibition above about 36%
Active calls of the source: *; i = inactive; / = not tested or not shown.

(1) Cc1nc2nc[nH]n2c(=O)c1NC(=O)CCc1ccccc1
(2) CC1(C)CC(=O)C2=C(C1)N(c1ccc(F)cc1)C(=O)NC2(C(F)(F)F)C(F)(F)F
(3) COc1ccc(C/C(N)=N/OC(C)=O)cc1OC
(4) CCN(CC)C(=O)C1CCCN(c2ccc([N+](=O)[O-])cc2/C=N/NC(=O)c2cccc(Br)c2)C1 (stereo not given)
(5) Cc1ccc(S(=O)(=O)N2CCCC(C(=O)NCc3ccccn3)C2)cc1 (stereo not given)
(6) C=CCc1cccc(C=Nc2c[nH]c(=O)[nH]c2=O)c1O
(7) O=S(=O)(c1ccccc1C(F)(F)F)N1CCN(S(=O)(=O)c2ccccc2C(F)(F)F)CC1
(8) Cc1cccc(NC(=O)N2CCCC2C(=O)Nc2ccccc2)c1 (stereo not given)
compound no.	1	2	3	4	5	6	7	8
LMPTP inh	0.3	-0.2	-0.5	2.0	0.7	0.3	-3.8	-0.4
CSN inh	-2	-1	-5	0	1	4	-1	-3
Scp1 inh	-7	6	-7	-11	-2	-12	-10	-1
SUMO1-SIM PPI	0	1	1	-11	-1	-2	-4	26
Rpn11 inh	i	i	i	i	i	i	i	i
STEP inh	-1	-2	5	2	-1	2	-4	-3
NadD block	3	4	1	22	4	-1	1	5
Rin1 Abl inh	-2	1	1	-3	-4	-1	0	-3
DNMT1 block	0	1	-18	-9	1	72*	15	1
Neddyl block	i	i	i	i	i	i	i	i

(9) Cc1ccc(-n2nnnc2-c2cnc(N3CCCC3)nc2C(F)(F)F)cc1
(10) O=C1CC(C(=O)Nc2ccc(C(=O)N3CCOCC3)cc2)C2(CCCCC2)O1 (stereo not given)
(11) CC(=O)Nc1ccc(S(=O)(=O)N2CCN(Cc3ccncc3)CC2)cc1
(12) Cc1ccc(C(=O)CN2CCN(c3ccccn3)CC2)c(C)c1
(13) CC(C)(C)c1csc(NC(=O)c2cccnc2)n1
(14) Cc1cccc(NC(=S)NCC(C)CSc2ccc(Cl)cc2)c1 (stereo not given)
(15) CC(=O)Nc1nnc(SCC(=O)NC2CCCC2)s1
(16) Cc1ccc2nc(/C(C#N)=C/c3ccc(-c4cccc([N+](=O)[O-])c4)o3)[nH]c2c1
compound no.	9	10	11	12	13	14	15	16
LMPTP inh	1.3	-0.5	-3.1	-4.3	0.8	1.2	-0.8	44
CSN inh	3	3	0	2	-2	-3	2	45
Scp1 inh	-8	-4	-2	-13	-6	-9	-2	90*
SUMO1-SIM PPI	0	5	-3	1	1	2	0	-5
Rpn11 inh	i	i	i	i	i	i	i	i
STEP inh	1	-4	-2	0	-1	-1	-4	94*
NadD block	-5	-2	-5	-1	-1	-5	-2	32*
Rin1 Abl inh	5	2	1	-2	0	-1	5	-3
DNMT1 block	-7	4	-2	-1	-1	2	0	83*
Neddyl block	i	i	i	i	i	i	i	i

An excerpt of these results, as labelled records:
11	CC(=O)Nc1ccc(S(=O)(=O)N2CCN(Cc3ccncc3)CC2)cc1
  LMPTP inh: -3.1; CSN inh: 0; Scp1 inh: -2; SUMO1-SIM PPI: -3; Rpn11 inh: i; STEP inh: -2; NadD block: -5; Rin1 Abl inh: 1; DNMT1 block: -2; Neddyl block: i

12	Cc1ccc(C(=O)CN2CCN(c3ccccn3)CC2)c(C)c1
  LMPTP inh: -4.3; CSN inh: 2; Scp1 inh: -13; SUMO1-SIM PPI: 1; Rpn11 inh: i; STEP inh: 0; NadD block: -1; Rin1 Abl inh: -2; DNMT1 block: -1; Neddyl block: i

Following part.
(17) O=C(Nc1ccccc1)C1CC(O)CN1S(=O)(=O)c1ccc([N+](=O)[O-])cc1 (stereo not given)
(18) CCOC(=O)[C@]12CCC=C1N(Cc1ccc3c(c1)OCO3)C(=O)[C@H](CC(=O)NCC13CC4CC(CC(C4)C1)C3)C2
(19) NS(=O)(=O)c1ccc(Nc2nc(-c3ccc4ccccc4c3)cs2)cc1
(20) NC(=O)c1cc[n+](CC(=O)NC(=O)Nc2ccccc2)cc1
(21) Cc1cc(NC(=O)CSc2nnc(C3COc4ccccc4O3)n2C)no1 (stereo not given)
(22) N#C/C(=C/c1cccc([N+](=O)[O-])c1)c1nnc2n1CCCCC2
(23) Cc1ccc(N(C(=O)Cn2nnc(-c3ccccc3)n2)C(C(=O)NC2CCCCC2)c2ccccn2)cc1C (stereo not given)
(24) O=C(c1ccncc1)N(c1ccc2oc3c(c2c1)CCCC3)S(=O)(=O)c1ccc(F)cc1
compound no.	17	18	19	20	21	22	23	24
LMPTP inh	0.0	5.4	3.4	-2.5	-0.2	-0.2	-0.4	3.0
CSN inh	3	0	2	3	-4	-5	-12	-3
Scp1 inh	-14	/	-4	-9	12	0	10	8
SUMO1-SIM PPI	-33	4	-3	-29	5	-13	2	1
Rpn11 inh	i	/	i	i	i	i	i	i
STEP inh	1	/	-2	0	3	-3	3	2
NadD block	-4	3	24	-1	-6	-1	3	25
Rin1 Abl inh	-5	/	-2	1	6	1	1	6
DNMT1 block	-8	/	-10	-4	6	7	2	-8
Neddyl block	i	i	i	i	i	i	i	i

(25) Cc1cc2oc(=O)cc(CN(C)Cc3ccccc3)c2cc1Cl
(26) CC(C)Nc1nc(NC(C)C)nc(N(C#N)CCOc2ccc(Cl)cc2Cl)n1
(27) CCOC(CCNC(=O)c1cn(CCOC)c(=O)c2c1c1ccccc1n2C)OCC
(28) Cc1cc(C)nc(N2CCCC(C(=O)NC(C)CCc3ccco3)C2)n1 (stereo not given)
(29) COc1ccc(-c2nnc(SCC(=O)NCCC(C)C)nc2-c2ccc(OC)c(OC)c2)cc1OC
(30) COc1ccc(S(=O)(=O)N2CCN(C(=O)c3ccco3)CC2)c(C)c1C
(31) CNc1ccc(Br)cc(C(=O)/C=C/c2cc(OC)ccc2OC)c1=O
(32) N#Cc1nc(COc2ccc(F)cc2)oc1NCCN1CCOCC1
compound no.	25	26	27	28	29	30	31	32
LMPTP inh	1.3	4.0	-0.2	0.2	0.0	-0.4	13	-1.6
CSN inh	-1	0	-5	2	6	2	16	4
Scp1 inh	/	2	-7	-1	-8	-6	-7	-5
SUMO1-SIM PPI	-1	-4	-5	-2	-27	7	11	-6
Rpn11 inh	i	i	i	i	i	i	i	i
STEP inh	5	-2	-4	7	0	-3	6	-1
NadD block	-2	1	-4	0	-3	-3	23	-4
Rin1 Abl inh	0	0	-1	2	4	-1	3	-4
DNMT1 block	10	-15	-1	2	0	0	14	-1
Neddyl block	i	i	i	i	i	i	i	i

In the list so far, 4 contain a nitro group on carbon.
(4) CCN(CC)C(=O)C1CCCN(c2ccc([N+](=O)[O-])cc2/C=N/NC(=O)c2cccc(Br)c2)C1 (stereo not given)
(16) Cc1ccc2nc(/C(C#N)=C/c3ccc(-c4cccc([N+](=O)[O-])c4)o3)[nH]c2c1
(17) O=C(Nc1ccccc1)C1CC(O)CN1S(=O)(=O)c1ccc([N+](=O)[O-])cc1 (stereo not given)
(22) N#C/C(=C/c1cccc([N+](=O)[O-])c1)c1nnc2n1CCCCC2
compound no.	4	16	17	22
LMPTP inh	2.0	44	0.0	-0.2
CSN inh	0	45	3	-5
Scp1 inh	-11	90*	-14	0
SUMO1-SIM PPI	-11	-5	-33	-13
Rpn11 inh	i	i	i	i
STEP inh	2	94*	1	-3
NadD block	22	32*	-4	-1
Rin1 Abl inh	-3	-3	-5	1
DNMT1 block	-9	83*	-8	7
Neddyl block	i	i	i	i

Next section.
(33) CCN(C(=O)COc1ncnc2ccc(Br)cc12)C1CCS(=O)(=O)C1 (stereo not given)
(34) COc1ccc(NS(=O)(=O)c2ccc(NC(=O)c3ccccn3)cc2)cc1
(35) O=C(CC[C@H]1O[C@@H](n2ccc(=O)[nH]c2=O)[C@H](O)[C@@H]1O)NCc1cccc2ccccc12
(36) Cc1ccc(NS(=O)(=O)c2ccc(-c3csc(C)n3)s2)c(C)c1
(37) CN1CCN(C(=O)C2=C[C@@H](c3coc4ccccc4c3=O)C[C@@H](OCCCCO)O2)CC1
(38) COc1ccc(OC)c(NC(=S)NCc2ccco2)c1
(39) Cc1ccccc1Nc1c(-c2ccccn2)nc2c(C)cccn12
(40) Cc1cc(/C=N/Nc2nc(N3CCOCC3)nc(N3CCOCC3)n2)c(C)n1-c1ccccc1
compound no.	33	34	35	36	37	38	39	40
LMPTP inh	-1.8	0.6	-0.9	2.1	0.2	-0.5	2.0	1.0
CSN inh	-1	4	2	105	-2	-1	-1	2
Scp1 inh	-4	-6	/	-9	0	-3	-7	-3
SUMO1-SIM PPI	1	3	-2	-5	11	0	5	1
Rpn11 inh	i	i	i	i	i	i	i	i
STEP inh	3	-2	1	-3	-1	-3	-1	1
NadD block	2	4	-6	-6	1	-1	3	5
Rin1 Abl inh	3	2	0	3	2	-1	-2	1
DNMT1 block	2	1	11	-1	0	5	-2	-9
Neddyl block	i	i	i	i	i	i	i	i

(41) Cc1ccc(CN(C#N)c2nc(C)cc(C)n2)cc1
(42) Cc1ccc(Cn2c(=O)n(-c3ccccc3)c(=O)c3ccc(C(=O)NCc4ccco4)cc32)cc1
(43) Cc1cc(NC(=O)CSCC(=O)N2CCN(c3cccc(C)c3C)CC2)no1
(44) COc1ccc(C(=O)N[C@H]2COC(C)(C)O[C@H]2c2ccccc2)cc1
(45) COc1cc(-c2cc(NC=O)c3ncc(-c4ccc(C(C)=O)cc4)n3c2)cc(OC)c1OC
(46) Cc1cccc(N2C(=S)N=C(Nc3c(C)cccc3C)C23CCOC(C)(C)C3)c1 (stereo not given)
(47) C=CCOc1nc(-c2ccccc2Cl)nc2ccccc12
(48) c1cc(CSc2nnc(-c3ccc4c(c3)OCO4)o2)ccn1
compound no.	41	42	43	44	45	46	47	48
LMPTP inh	-0.5	-1.2	0.1	-1.4	4.1	0.2	3.5	-1.7
CSN inh	0	-5	0	-1	5	-4	1	-4
Scp1 inh	-2	-12	-9	-7	/	6	-3	5
SUMO1-SIM PPI	4	6	1	-1	-20	-1	6	-2
Rpn11 inh	i	i	i	i	/	i	i	i
STEP inh	2	-2	5	-1	2	0	0	-2
NadD block	-2	6	-1	1	-1	2	1	1
Rin1 Abl inh	1	3	0	-2	-6	-3	0	4
DNMT1 block	3	7	2	5	-6	9	2	17
Neddyl block	i	i	i	i	i	i	i	i
